S1P4 antag: human S1P4 receptor antagonism. O95977. S1P4-expressing cells, antagonist mode, reporter read-out. inhibition, % at 4.98 µM. actives 0.26% (n = 220,000). AID 1510; in the data active means inhibition above about 29%;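 further: 0% = wells stimulated with agonist and 100% = vehicle wells without agonist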
Target sequence (O95977 whole entry, looked up): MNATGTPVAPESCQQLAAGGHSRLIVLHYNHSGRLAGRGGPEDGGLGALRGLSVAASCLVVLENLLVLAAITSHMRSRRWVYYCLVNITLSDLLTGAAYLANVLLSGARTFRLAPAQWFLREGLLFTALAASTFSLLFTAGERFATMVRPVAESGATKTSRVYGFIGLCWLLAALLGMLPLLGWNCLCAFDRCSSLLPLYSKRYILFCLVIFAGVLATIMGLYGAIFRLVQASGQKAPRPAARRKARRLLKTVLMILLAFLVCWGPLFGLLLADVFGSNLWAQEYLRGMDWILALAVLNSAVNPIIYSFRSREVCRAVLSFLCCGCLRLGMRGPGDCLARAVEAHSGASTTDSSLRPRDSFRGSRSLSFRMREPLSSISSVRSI
TRPML3 agonist: human mucolipin-3 channel agonism | Q8TDD5 | HEK293 TRPML3-YFP, Fluo-8 calcium fluorescence; 100% = the carbachol control signal | activation, % at 3 µM | actives 0.29% (n = 220,000) | AID 1448;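 active means activation above its plate's cutoff, the mean activation of the plate's test wells plus 3 SD, cut at about 12% in these data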;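 further: 0% = DMSO only wells and 100% = carbachol wells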
Target sequence (Q8TDD5 whole entry, looked up): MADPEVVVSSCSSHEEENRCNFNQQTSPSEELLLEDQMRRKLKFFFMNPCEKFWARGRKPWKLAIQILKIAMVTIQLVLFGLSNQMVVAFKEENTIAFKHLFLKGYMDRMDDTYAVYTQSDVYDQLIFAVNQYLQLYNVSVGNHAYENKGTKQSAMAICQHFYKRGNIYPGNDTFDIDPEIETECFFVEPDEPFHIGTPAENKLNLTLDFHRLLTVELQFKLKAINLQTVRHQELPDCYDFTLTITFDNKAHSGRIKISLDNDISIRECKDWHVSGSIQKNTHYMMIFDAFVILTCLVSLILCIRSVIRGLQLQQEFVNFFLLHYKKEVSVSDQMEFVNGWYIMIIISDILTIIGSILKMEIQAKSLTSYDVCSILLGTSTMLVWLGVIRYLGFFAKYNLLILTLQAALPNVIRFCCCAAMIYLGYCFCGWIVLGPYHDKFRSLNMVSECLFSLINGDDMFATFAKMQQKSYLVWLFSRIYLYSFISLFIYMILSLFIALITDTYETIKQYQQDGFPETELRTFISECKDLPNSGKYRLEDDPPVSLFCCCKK
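system = HEK293 cells stably carrying human TRPML3-YFP | doses = one concentration, 3 µM nominal, 0.3% DMSO | timing = dye loading 1 h 37 °C then 30 min ambient, 125 s read | detection = Fluo-8 calcium dye fluorescence, ex 470-495, em 515-575 nm | benchmarks = high control carbachol 87 µM, low control DMSO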
S1P4 agonist: human S1P4 receptor agonism | O95977 | S1P4-expressing cell line, agonist reporter assay | activation, % at 4.98 µM | actives 0.35% (n = 220,000); in the data active means activation above about 11%;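 further: 0% = DMSO vehicle and 100% = reference agonist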
Calpain2 inh: calpain II (pig) inhibition. purified calpain II, fluorogenic peptide substrate, 30 min. inhibition, % at 16 µM. actives 0.37% (n = 220,000). AID 1236;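 active means inhibition above about 50%, limit read from the data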
PERK inh: blocks human PERK kinase. CHO PERK-DD fusion, SEAP luminescence translation reporter. inhibition, % at 5.6 µM. actives 0.17% (n = 220,000). AID 1416;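 active means inhibition above the mean inhibition of all tested compounds plus 3 SD, set separately per screening campaign, cut at about 2.9% in these data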;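 further: PERK kinase domain activated by AP20187 dimerizer at 100 nM; 0% = DMSO with dimerizer and 100% = rapamycin at 8.4 µM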
EP2 mod: modulators of human EP2 prostaglandin E2 receptor | induction, % at 25 µM | actives 0.83% (n = 260,000) | EP2-expressing cells, cAMP HTRF FRET, PGE2 co-stimulation;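 active means compounds whose cAMP rise, as percent of the full-agonist control response, exceeds 60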;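 further: rat C6 glioma line stably carrying human EP2 under a CMV promoter; the protocol text gives 20 µM as final concentration; 100% = response of wells given 1 µM PGE2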
Ba/F3 V617F tox: lowers viability of Ba/F3 cells expressing EpoR and JAK2V617F. ATP luminescence. inhibition, % at 5.6 µM. actives 1.1% (n = 220,000). AID 1446;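 active means inhibition above the campaign mean plus 3 SD over all tested compounds, cut at about 24% in these data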;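 further: cytokine-independent growth of Ba/F3 cells driven by EpoR plus mutant JAK2; 0% = DMSO-treated cells and 100% = JAK inhibitor I control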
zfTRPN1 agonist: agonists of zebrafish TRPN1 channel; activation, % at 3 µM; AID 1424; actives 0.18% (n = 220,000); HEK293 zebrafish TRPN1-YFP, Fluo-8 calcium fluorescence; 100% = response to 87 µM carbachol;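 active means activation above its plate's cutoff, the mean activation of test wells on that plate plus 3 SD, cut at about 19% in these data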;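 further: 0% = DMSO alone and 100% = 87 µM carbachol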
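Control set: carbachol 87 µM as high control, DMSO as low control; system: HEK293 stable line with zebrafish TRPN1-YFP; read-out: % activation versus carbachol response; detection: intracellular calcium fluorescence with Fluo-8; doses: single test compound dose, 3 µM nominal, 0.3% DMSO; schedule: dye 1 h 37 °C plus 30 min RT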
BaF3 tox: reduces parental Ba/F3 cell viability, JAK2V617F counter-screen; CellTiter-Glo ATP luminescence; AID 1486; actives 1.1% (n = 220,000); inhibition, % at 5.6 µM;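 active means inhibition above a per-campaign cutoff, the mean inhibition of all tested compounds plus 3 SD, cut at about 27% in these data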;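 further: 0% = DMSO wells and 100% = JAK Inhibitor I control wells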
Starred values were filed as active, the others as inactive; i = inactive; & = joins results of further samples.

SMILES	S1P4 antag	TRPML3 agonist	S1P4 agonist	Calpain2 inh	PERK inh	EP2 mod	Ba/F3 V617F tox	zfTRPN1 agonist	BaF3 tox
FC(F)(F)c1cnc(Sc2ncn[nH]2)c(Cl)c1	-14	-0.3	1.0	6	1.7	-6	-4	-0.1	4
Cc1cc(C(=O)NCc2ccco2)c2cc(F)ccc2n1	-6	2.1	2.8	-11	0.1	0	-1	0.2	2
Cc1ccc(NC2=NCC(=O)N2Cc2cccs2)cc1C	5	-0.5	-0.5	-9	1.1	10	0	-1.7	5
O=C(O)C1Cc2ccccc2CN1C(=O)CCl (configuration not stated)	3	0.7	-0.4	-15	0.0	3	-1	2.5	10
CCN(CC)c1ccc2c(O)cc(=O)oc2c1	-3	0.6	0.4	-203	2.1	43	-1	1.2	3
C=CCOC(=O)CC(NC(=O)c1ccccc1)c1ccccc1 (configuration not stated)	-13	0.1	6.2	8	-0.5	20	-1	-0.3	4
COc1ccc2cnn(-c3ccccc3)c(=O)c2c1OC	-4	0.7	0.3	-12	1.1	14	-2	0.7	1
CCCn1nc(NC(=O)C2CCCO2)c2cc3cccc(C)c3nc21 (configuration not stated)	-4	-0.9	4.3	5	-0.8	30	-3	-3.3	0
CC1CCCCC12NC(=O)N(CC(=O)Nc1ccc(S(=O)(=O)N3CCOCC3)cc1)C2=O (configuration not stated)	6	0.4	-1.6	-19	-0.1	4	-4	-0.3	-1
COc1ccccc1CCNC(=O)c1csc2c1CCCC2	12	-1.4	-0.4	-3	1.5	-44	1	-2.4	8
O=C(CN1CCN(Cc2ccccc2F)C1=O)NCC1CCCO1 (configuration not stated)	3	1.1	-1.6	-15	0.0	10	-3	1.3	0
O=C(c1cc2ccccc2o1)N1CCN(S(=O)(=O)/C=C/c2ccccc2)CC1	-33	-0.8	1.4	-11	0.2	-82	-5	-0.7	2
COc1ccccc1-c1nnc2sc(COc3ccc(F)cc3)nn12	-6	-0.5	1.0	-29	-1.5	-31	3	-0.8	5
Cc1ccc(-n2nc(C(=O)O)c3ccccc3c2=O)cc1C	-4	-0.9	1.6	7	0.2	16	18	-1.0	-1
O=C(NCc1ccco1)C1CCN(c2nc3ccccc3n2Cc2ccccc2F)CC1	-8	-0.4	0.8	-1	-0.3	8	4	0.7	11
O=C(CN1C(=O)/C(=C\c2cccc(Cl)c2)Oc2ccccc21)N1CCN(c2ccccn2)CC1	-17	0.1	0.9	-431	0.6	1	1	-1.5	9
N#Cc1ccc(S(=O)(=O)Nc2ccc3ccccc3n2)cc1	1	-0.2	2.4	-16	0.2	8	-2	-0.3	-1
O=C(C1=C(O)C(=O)N(c2ncccn2)C1c1cccs1)c1ccco1 (configuration not stated)	-16	0.7	-0.1	-58	-0.2	14	3	1.6	-1
C=CCn1c(CSc2nc3ccccc3s2)nnc1SCC(=O)NCc1cccnc1	-29	0.0	0.9	-8	0.1	19	-2	-0.1	6
CCC(C)NC(=O)CN(c1ccc(OC)cc1)S(=O)(=O)c1ccccc1 (configuration not stated)	-27	0.5	1.4	-9	0.1	0	-1	-0.6	5
Cc1ccc(NC2=C(N3CCCCC3)C(=O)c3ccccc3C2=O)cc1	-12	-0.5	-0.8	-3	1.1	10	96*	-0.3	98*
CCOC(=O)c1ccc(Nc2nc(C(=O)OCC)nc3ccccc23)cc1	-8	-0.1	-0.3	-27	-1.4	-5	2	-0.9	1
COc1ccc(N/C=C2\C(=O)CCc3c2oc2cc(Cl)c(O)c(Cl)c32)cc1	-12	0.7	0.0	-27	1.0	-7	-4	1.6	-1
COc1ccc([N+](=O)[O-])c(S(=O)(=O)c2ccccc2)n1	88*	2.8	-1.9	8	-0.1	-43	93*	0.2	-6
Cc1cc(NO)c(C(C)C)cc1N=O	19	0.9	-1.8	5	-0.3	-10	51*	0.8	45*
CCn1c(=NC(=O)CSC(C)=O)sc2cc(OC)ccc21	0	0.3	-1.6	15	-0.6	24	-4	-1.2	2
O=C(CC1C(=O)NCCN1C(=O)Nc1ccccc1)Nc1cccc(Cl)c1 (configuration not stated)	-8	0.8	0.6	-83	0.1	-62	0	0.8	6
Cc1[nH][nH]c(=O)c1C(c1ccc(-c2ccc(Cl)c(C(=O)O)c2)o1)c1c(C)[nH][nH]c1=O	-12	0.4	0.7	-3	-0.4	12&28	-1	0.2	-2
C#Cc1ccc(CN2CCN(Cc3ccsc3)C(CCO)C2)cc1 (configuration not stated)	-9	0.5	-1.0	-16	0.3	-10	0	2.0	8
CCOc1ccc(NC2OC(C)C(O)C(O)C2O)c([N+](=O)[O-])c1 (configuration not stated)	-12	0.6	1.0	23	-0.4	3	2	2.2	2
O=C(N/N=C/c1ccc(N2CCOCC2)cc1)c1ccccc1NS(=O)(=O)c1cccs1	-7	1.1	-0.4	-265	-0.2	-2	0	-1.3	2
O=S(=O)(Nc1nc2ccccc2nc1NCC1CCCO1)c1cccs1 (configuration not stated)	-3	0.4	2.1	-44	0.8	-16	0	0.0	3
CCc1nc(C)cn1S(=O)(=O)c1cc(Br)c(C)cc1OC	-19	1.0	1.5	17	0.5	-3	-1	1.1	1
O=C(CSc1ccc2nnc(-c3ccc(F)cc3)n2n1)N1CCCc2ccccc21	-5	-0.3	-0.8	-5	-1.3	4	9	0.6	-10
O=C(Nc1nc(-c2ccccc2)c(-c2ccccc2)o1)c1ccc(F)cc1	-1	-0.7	-0.2	3	-1.2	23	3	-1.9	2
Cc1cc(C)n2nc(C(=O)Nc3ccc(S(=O)(=O)N4CCCC4)cc3)nc2n1	-1	0.3	-1.4	-26	0.9	14	-4	0.9	-2
CCOC(=O)N1CCC(N2C(=O)c3ccccc3C2Nc2cc(C)cc(C)c2)CC1 (configuration not stated)	9	0.2	2.2	-20	-2.4	-11	-1	1.9	2
O=C(c1nc2ccc(Cl)cn2c1CNCCn1ccnc1)N1CCCCCCC1	-3	0.7	0.1	-29	0.3	17	-2	1.1	3
CCOC(=O)C1C(=O)NC(c2ccccc2)=NC1c1ccc(F)cc1 (configuration not stated)	2	0.7	-0.4	0	0.4	23	-4	0.6	0
O=C(C1=C[C@@H](c2ccc3c(c2)OCO3)C[C@@H](OCCCCO)O1)N1CCOCC1	-2	0.3	0.5	-40	0.8	-1	-1	0.8	3
Cc1cc(OCC(=O)N(C(C)C)C(C)C)cc(C)c1Br	5	-0.7	1.1	26	0.2	-18	2	-1.3	7
COc1ccc(-c2ccc(C(=S)N3CCN(C(C)=O)CC3)o2)cc1	0	0.8	0.0	-40	0.0	-12	-3	-0.1	3
COc1ccccc1/C=C/C(=O)N1CCOCC1	4	0.0	-4.0	-20	1.6	-10	-1	0.3	3
COc1ccc(-c2csc(N(CC3CCCO3)C(=O)c3ccc(C)cc3)n2)cc1 (configuration not stated)	-26	0.6	0.8	-24	-0.4	35	2	-0.3	2
Cc1cc(C)n2nc(C(=O)N(C)C(c3ccccc3)c3ccccc3)nc2n1	-31	-0.6	-0.7	6	-0.1	-19	-2	-1.5	1
C#CCNC(=O)c1ccc(OCc2ccccc2)cc1Cl	-4	-1.1	-2.4	0	1.5	-34	-3	-2.2	2
CCCn1c(SCC(=O)NC23CC4CC(CC(C4)C2)C3)n[nH]c1=O	6	0.6	0.3	-6	-1.0	-10	1	1.0	5
COc1ccc(S(=O)(=O)Nc2ccccc2C(F)(F)F)cc1	2	-0.1	4.9	-1	0.3	9	-3	-0.2	2
COc1ccc(-c2ccc(C#N)c(OC(=O)c3c(Cl)cccc3Cl)n2)cc1	12	1.3	-0.3	-141	-0.1	53	3	0.9	2
COCCn1c(SCC(=O)/C=C2\N(C)c3ccccc3C2(C)C)nnc1-c1ccncc1	3	1.4	1.8	-5	-0.3	0	32*	2.8	34*
Cc1nn(Cc2c(F)c(F)c(F)c(F)c2F)c(C)c1NC(=O)c1ccc(COc2ccccc2Cl)cc1	2	-0.1	-0.1	0	-0.3	-33	5	1.2	6
CC1CCCCN1C(=S)Nc1ccc(OC(F)F)cc1 (configuration not stated)	-6	0.9	4.0	-1	1.1	0	-3	1.8	1
CCOC(=O)c1n[nH]c(=O)c2ccccc12	-4	0.1	2.3	36	2.7	-7	-1	1.0	5
O=C(Nc1ccc(F)cc1)Nc1nnc(-c2ccccc2)o1	-6	0.6	0.0	17	0.7	-25	-4	0.9	6
COC(=O)c1cc(F)c(-n2cncn2)c(F)c1	-5	0.9	0.0	-3	0.1	1	-1	-0.3	4
CN(CC(=O)Nc1cccc(F)c1)CC(=O)Nc1cccc([N+](=O)[O-])c1	-4	27*	0.6	8	0.4	-79	2	44*	3
Cc1ccc(Oc2cnc3ccccc3n2)cc1	-17	0.9	0.4	-8	1.3	15	-2	1.5	0
CN(C)CCOc1ccc2ccccc2c1	-19	1.3	3.6	-12	0.7	10	0	0.8	2
CC(=O)N[C@@H]1c2c(ccc3ccccc23)OC[C@@H]1COC(C)=O	-10	0.0	-0.7	15	0.9	4	3	0.5	-3
CN1C(=O)CC(C(=O)O)SC1=Nc1cccc(C(F)(F)F)c1 (configuration not stated)	2	1.0	-1.0	-28	1.6	39	6	0.5	9

Complete entries, looked up by structure.
`COC(=O)c1cc(F)c(-n2cncn2)c(F)c1` across the screens: S1P4 antag = -5; TRPML3 agonist = 0.9; S1P4 agonist = 0.0; Calpain2 inh = -3; PERK inh = 0.1; EP2 mod = 1; Ba/F3 V617F tox = -1; zfTRPN1 agonist = -0.3; BaF3 tox = 4
`CCOC(=O)c1n[nH]c(=O)c2ccccc12` across the screens: S1P4 antag = -4; TRPML3 agonist = 0.1; S1P4 agonist = 2.3; Calpain2 inh = 36; PERK inh = 2.7; EP2 mod = -7; Ba/F3 V617F tox = -1; zfTRPN1 agonist = 1.0; BaF3 tox = 5

(listing goes on)
SMILES	S1P4 antag	TRPML3 agonist	S1P4 agonist	Calpain2 inh	PERK inh	EP2 mod	Ba/F3 V617F tox	zfTRPN1 agonist	BaF3 tox
COc1cc(C2C(N3C(=O)c4ccccc4C3=O)C(=O)N2c2cccc(C)c2)cc(OC)c1OC (configuration not stated)	-18	-0.1	-2.0	-3	-0.1	17	3	-0.3	12
COc1ccccc1/C=C/C=C1\Oc2c(ccc(O)c2CN2CCN(CCO)CC2)C1=O	4	4.8	-1.0	-18	-0.3	-34	-2	18	1
CC(C)Cc1nc(C#N)c(N2CCC(C(N)=O)CC2)o1	-7	1.0	-0.3	-9	2.6	14	-2	1.0	1
COc1ccc(C(=O)CSc2nc3c(c(=O)n(C)c(=O)n3C)n2C)cc1	-15	0.1	0.1	-13	0.8	-5	-4	1.7	2
S=C(NCc1ccco1)N1CCN(c2nc(-c3ccccc3)cs2)CC1	5	0.8	-1.3	-28	0.7	-56	-2	-0.6	6
COc1ccc(-n2nc(C(=O)NCC(=O)Nc3cccc(C)n3)c3ccccc3c2=O)cc1	-4	0.2	0.1	i	-1.5	38	-4	-0.5	2
CCOC(=O)c1[nH]c2ccccc2c1NC(=O)NC(C)C	-6	0.1	1.4	-21	-0.7	24	-1	0.8	1
COc1ccc2ncn(-c3ccccc3)c2c1	-7	0.1	0.0	5	0.1	33	-1	-0.9	5

High-throughput results: PubChem BioAssay, several laboratories
